hcGAS lum = human cGAS inhibition; AID 1259398; actives 0.081% (n = 290,000); Q8N884; recombinant h-cGAS, ATP depletion, Kinase-Glo luminescence; inhibition, % at 12.5 µM;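 note: 0% = vehicle reaction and 100% = reaction without DNA for no activity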
Target sequence (Q8N884 whole entry, looked up): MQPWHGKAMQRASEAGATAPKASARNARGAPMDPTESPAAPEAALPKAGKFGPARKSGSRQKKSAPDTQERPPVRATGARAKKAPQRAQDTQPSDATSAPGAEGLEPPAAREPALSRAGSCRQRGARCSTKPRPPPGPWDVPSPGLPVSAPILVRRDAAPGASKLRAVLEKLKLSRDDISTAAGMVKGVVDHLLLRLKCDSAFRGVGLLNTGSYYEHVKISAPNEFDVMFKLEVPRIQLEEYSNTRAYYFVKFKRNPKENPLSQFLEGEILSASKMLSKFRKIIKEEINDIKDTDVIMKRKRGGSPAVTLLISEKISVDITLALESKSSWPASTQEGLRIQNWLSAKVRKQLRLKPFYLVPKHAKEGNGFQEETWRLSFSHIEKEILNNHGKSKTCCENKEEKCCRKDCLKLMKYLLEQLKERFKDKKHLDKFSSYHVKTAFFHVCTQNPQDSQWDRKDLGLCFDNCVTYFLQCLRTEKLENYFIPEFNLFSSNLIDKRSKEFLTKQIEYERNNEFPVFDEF
NPYLR7 ag = activates Aedes aegypti NPYLR7 receptor. HEK293T NPYLR7/Galpha15, GCaMP6s calcium fluorescence. activation, % at 10 µM. actives 0.15% (n = 270,000); in the data active = activation above about 40%;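 note: 0% = vehicle and 100% = reference agonist at the receptor; some compounds past the cut are filed as inactive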
mcGAS inh = blocks mouse cGAS activity | AID 1259399 | actives 0.15% (n = 160,000) | Q8C6L5 | inhibition, % at 12.5 µM | recombinant cGAS, Kinase-Glo ATP depletion luminescence;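 note: 0% = negative control wells and 100% = reference inhibitor with no enzyme activity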
Active calls of the source: *; nt = not tested or not shown; & = joins results of further samples. Cut-off read from the data, not from the text of the source, unless noted: active = inhibition above about 40%; inactive = the rest.

SMILES	hcGAS lum	NPYLR7 ag	mcGAS inh
COc1ccc(C(=O)N2CCN(CC(OCc3ccc(C(F)(F)F)cc3)c3ccc(Cl)cc3)CC2)cc1F (stereo not given)	-6	nt	-7
COCc1cc(N2CCN(Cc3ccc4c(c3)OCO4)CC2)nc(SCc2ccc(C(=O)NC3CC3)o2)n1	0	-4	2
CC(=O)Nc1ccc(CC23CC4CC(CC(C4)C2)C3)cc1	-8	15	-6
COc1ccccc1/C=C/C=C1\N=C(c2ccc(C(C)(C)C)cc2)OC1=O	-4	-3	nt
CCOC(=O)CCCC(=O)N1CCN(c2cc(S(=O)(=O)N3CCCC(C)C3)ccc2OC)CC1 (stereo not given)	-8	10	-6
CC(=O)NCCc1ccc(C(=O)N(C)Cc2ccc(Cl)c(Cl)c2)cc1	-4	1	nt
CCCCNC(=O)c1cc(-c2ccccc2F)nc2cc(-c3ccccc3)nn12	-5	4	-7
Cn1nnc2c(N3CCN(C(=O)C4CC(=O)N(c5ccccc5)C4)CC3)ncnc21 (stereo not given)	-7	0	nt
COc1ccc(C)cc1-n1c(Cn2ccnc2)nnc1SCC(=O)O	-4	13	nt
COCc1nn2c(nnc3c(=O)n(Cc4ccccc4Cl)ccc32)c1-c1ccccc1	-7	-2	nt
CCCCN1CC(c2nc3ccccc3n2CCOc2ccc(Cl)cc2)CC1=O (stereo not given)	-8	4	-1
Cc1nnsc1C(=O)N1CCC(c2n[nH]c(=O)n2-c2ccccc2)CC1	-7	nt	-13
COc1ccc(CN(Cc2nc3cc(C)ccc3o2)C(=O)c2ccc(Cl)cc2Cl)cc1	-4	7	-5
COc1ccc(NC(=O)C(C2CCCC2)N2CCN(C(=O)c3ccccc3F)CC2)cc1 (stereo not given)	-2	7	-7
C=CCN(Cc1csc(COc2cc(C)cc(C)c2C)n1)C(C)=O	1	16	-3
CN(C)C(=O)CN1CCN(C(=O)c2ccc(Cl)cc2NC(=O)c2ccc(F)cc2)CC1	3	-3	nt
N#Cc1c(Cl)nsc1NC1CCSc2c(F)cccc21 (stereo not given)	1	1	nt
Cc1nnc(SCc2csc(-c3c(F)cccc3F)n2)s1	2	-16	1
O=C(O)C1CC2(CCNCC2)CN1Cc1cn[nH]c1-c1ccc(F)cc1 (stereo not given)	-4	13	nt
COc1ccc(-c2nn(-c3cccc(F)c3)c(OC(C)=O)c2-c2ccc(N)cc2)c(OC)c1	-4	30	nt
CCOC(=O)c1c(NC(=O)c2ccco2)sc(C(=O)Nc2cccc(Cl)c2)c1C	-4	-8	-2
Cc1cc2ccccc2n1CCNC(=O)C1CCC(=O)N(CCc2cccc(F)c2)C1 (stereo not given)	-11	nt	-11
CC1CCC(NC(=O)C2CCC(CNc3c(N4CCC(C)CC4)c(=O)c3=O)CC2)CC1 (stereo not given)	-10	6	-5
N#CC1(c2ccccc2)CCN(S(=O)(=O)c2ccccc2C(F)(F)F)CC1	-4	-11	nt
COC(=O)c1ccc(CCNS(=O)(=O)N2CCCCCC2)cc1	-4	-2	nt

4 of the compounds above, with two lines to a compound:
Results follow in this order: hcGAS lum | NPYLR7 ag | mcGAS inh
- CCOC(=O)c1c(NC(=O)c2ccco2)sc(C(=O)Nc2cccc(Cl)c2)c1C
→ -4 | -8 | -2
- CCCCNC(=O)c1cc(-c2ccccc2F)nc2cc(-c3ccccc3)nn12
→ -5 | 4 | -7
- CC1CCC(NC(=O)C2CCC(CNc3c(N4CCC(C)CC4)c(=O)c3=O)CC2)CC1 (stereo not given)
→ -10 | 6 | -5
- COCc1nn2c(nnc3c(=O)n(Cc4ccccc4Cl)ccc32)c1-c1ccccc1
→ -7 | -2 | nt

The listing continues.
SMILES	hcGAS lum	NPYLR7 ag	mcGAS inh
CN(C)C(=O)C(CCN1CCC(O)(c2ccc(Cl)cc2)CC1)(c1ccccc1)c1ccccc1	-3&-5&-2&-6&0	-3&-4&1&4&-1	-5&-4
CCCc1nc(CNC(=O)c2cn3c(n2)CNCC3)cs1	-6	-4	-11
CCc1nc2c(OC)cccn2c1N(C=O)Cc1ccccc1	-5	-3	-6
CCn1cc(C(CC(=O)NCCc2ccc(OC)c(OC)c2)c2cccc(C)c2)c2ccccc21 (stereo not given)	-4	0	-8
CC(C)c1ccc(N=C2N=C(N)c3ccccc32)cc1	-16	11	nt
CCn1ccnc1CN(C)C(=O)c1cc(COc2cccc3cnccc23)on1	-2&-7	3&9	nt
CCCCN(CC(=O)N(CCc1ccc(OC)c(OC)c1)Cc1ccc(C)o1)S(=O)(=O)c1ccc(Cl)cc1	3	nt	1
Cc1cc(C2CCC2)nc(N2CCN(Cc3nccn3C)CC2)n1	-1	7	nt
O=C(NCCCN1CCCCCC1)N1CC2C3CCC(O3)C2C1 (stereo not given)	10	-12	nt
Cn1c2ccccc2n2c(C(O)C(Cl)(Cl)Cl)c(-c3ccccc3)nc12 (stereo not given)	-4	-15	nt
NC(=O)c1ccc(C(F)(F)F)n(CC(=O)N2CCCC2c2cccs2)c1=O (stereo not given)	-9	1	nt
O=C(NCc1ccncc1)C1CC(c2ccccc2)=NO1 (stereo not given)	-5	-1	-5
COc1ccc(CN2CCN(Cc3ccc(CO)o3)CC2CCO)c(F)c1 (stereo not given)	-3	-5	nt
CC(C)CNc1nnc(SCC(=O)Nc2ccccc2)s1	-7	11	-3
CCOc1ccc(-n2nnnc2CN2CCN(C(=O)c3c(C)noc3C)CC2)cc1	-5	2	-8
CC(C)c1ccc(N2CCN(C(=O)c3cccc(F)c3)C(C)C2=O)cc1 (stereo not given)	-3	-8	-6
CC(C)CC(CNS(=O)(=O)c1ccccc1Br)N1CCCC1 (stereo not given)	-7	8	-12
O=C(NCCOc1ccccc1)c1cccnc1Nc1cccc(C(F)(F)F)c1	-5	-4	-6
CSc1nnc(SCc2csc(-c3ccc(Cl)cc3)n2)s1	-8	32	-7
Cc1ccccc1-c1cc2nc(NCCCN(C)C)n(C)c(=O)c2s1	-9	5	nt
O=C(NCc1ccccc1CS(=O)(=O)N1CCOCC1)c1ccc(F)cc1F	-9	33	nt
CN1CCN(C(CNC(=O)c2ccc(-c3ccccc3)cc2)c2ccc3c(c2)CCN3C)CC1 (stereo not given)	-7	5	nt
CCCN(CC(=O)N(Cc1cccn1C)C1CC1)S(=O)(=O)c1ccc(NC(C)=O)cc1	-4	21	-5
O[C@@H]1CC[C@H]2C[C@@H]1[C@@H](Oc1ccccn1)CN2Cc1ccc(Oc2ccccc2)cc1	-2	20	-9
CCOC(=O)CC1CCCCN1Cc1nc(-c2ccc(C(=O)OC)cc2)oc1C (stereo not given)	-3	-1	nt
Continued.
SMILES	hcGAS lum	NPYLR7 ag	mcGAS inh
Cc1ccccc1SCC(=O)Nc1cccc(N2C(=O)NCC2C)c1 (stereo not given)	-9	15	-16
CSc1nnc(CC2CCN(C(=O)CCc3cc(=O)[nH]o3)CC2)n1C	-6	-1	nt
Cc1nnc(SCc2cccc3ccccc23)[nH]c1=O	0	-3	-1
CC(C)c1nnsc1C(=O)NC1CC(=O)N(Cc2cccc(F)c2)C1 (stereo not given)	-2	-4	-3
Cc1cc(C)n(-c2nc3c(c(=O)n2CC(=O)N2CCCc4ccccc42)CCC3)n1	-4	nt	-8
COC(=O)c1ccc(CNC2CC(=O)N(Cc3ccccc3Cl)C2)cc1 (stereo not given)	-3	18	nt
Cc1ccc(NC(=O)c2cc(-c3ccc([N+](=O)[O-])cc3)nn2-c2cc(C)ccc2C)cc1	-1	21	-5
O=C(NCc1ccc(F)cc1)c1nnn(-c2ccccc2)c1CSc1ncccn1	-6	-2	-8
COc1ccc(C2(C(=O)NS(=O)(=O)c3cccnc3)CCCC2)cc1	-2	6	-11
CCOC(=O)C1(CCCc2ccccc2)CCCN(C(=O)c2c(C)noc2C)C1 (stereo not given)	0	-6	nt
CC(=O)N1CCN(c2nc3ccc(C)cc3cc2CN(CCC2=CCCCC2)C(=O)C(C)C)CC1	-4	28	-10
CCNC(=O)CCNc1ccc(C(F)(F)F)cc1[N+](=O)[O-]	-5	3	-9
CCC(=O)OCC(=O)C1(OC(=O)CC)C(C)CC2C3CCC4=CC(=O)C=CC4(C)C3(Cl)C(O)CC21C (stereo not given)	-4	-7	nt
Cc1ccc(CN2CCN(Cc3ccc4cc(F)ccc4n3)CC2CCO)o1 (stereo not given)	-6	-4	nt
COCC(=O)N(Cc1cccc(OS(=O)(=O)c2ccc(F)cc2)c1)C1CC1	-4	-6	-3
O=C(Cn1c(-c2cccs2)n[nH]c1=S)N1CCCCCC1	2	4	-5
CC(NC(=O)c1nn2c(C(F)(F)F)cc(-c3ccccc3)nc2c1Br)C1CC2CCC1C2 (stereo not given)	-5	-11	-7
COc1ccc(CCNC(=O)c2ccccc2N2CCC(NC(=O)C3CC3)CC2)cc1OC	0	-3	-4
COc1ccc(N2CCN(c3nc(SCc4ccc(C(=O)NCc5ccco5)cc4)nc(C)c3C)CC2)cc1	-9	6	-6
O=C(NN1CCCCC1)c1oc2ccccc2c1COc1ccccc1	-2	-4	nt
N#CC1C(=N)SC(=N)C(C#N)C1c1ccc(F)c(Br)c1 (stereo not given)	7	10	9
CCOC(=O)c1c(NC(=O)c2ccc(SC(F)(F)F)cc2)sc2c1CCC(C#N)(c1ccccc1)C2 (stereo not given)	-2	5	-5
COC(=O)C(C)Sc1nc2sc3c(c2c(=O)n1C)CCC3 (stereo not given)	0	51*	nt
C=CCn1c(C)nnc1S(=O)(=O)Cc1ccc(F)cc1Cl	-2	4	nt
CC(NC(=O)CC(C)(C)C)c1ccc(-n2cncn2)cc1 (stereo not given)	-3	4	nt
(next part)
SMILES	hcGAS lum	NPYLR7 ag	mcGAS inh
C=CCn1cc(CN(C)Cc2cc(-c3cccnc3)no2)c(C)n1	-13	-3	nt
COC(=O)c1cc(S(=O)(=O)NC2CCC(C)CC2)c(Br)o1 (stereo not given)	-2	0	-11
CCC(NC(=O)c1occc1C)c1ccnn1C (stereo not given)	1	-2	nt
COc1ccc2cc(-c3nc4ccccc4[nH]3)c(=Nc3ccc(F)cc3)oc2c1	-3	-8	-6
CCc1nc(SCC(=O)NCCc2nc3c(C)c(C)ccc3[nH]2)n[nH]1	-2	-2	-15
Cc1nc(CCNC(=O)CCc2n[nH]c3c2CCCC3)nc2c1CCCC2	-4	24	-8
O=C(CCn1cnc2c([nH]c3ccc(F)cc32)c1=O)NCCc1ccc(Cl)cc1	-6	nt	-7
O=C(NCCCl)N1CCn2cccc2C1c1ccc(Cl)cc1 (stereo not given)	1	5	nt
CCOc1ccc(C(=O)NCCn2c(C)cc3ccccc32)cc1OCC	-11	-2	nt
C=CCN(CC1CC(c2cccc(F)c2)=NO1)C(=O)NCC (stereo not given)	-11	28	-5
CCCc1cc(=O)n2[nH]c(NCc3cccc([N+](=O)[O-])c3)nc2n1	6	-17	nt
CN(C)c1ccc(NC(=O)c2cccs2)cc1CN(CC1CCCO1)S(=O)(=O)c1cccc(Cl)c1 (stereo not given)	-12	17	-7
O=C(NC1CC1)C1CN(Cc2cnn(-c3cccc(F)c3)c2)CCN1 (stereo not given)	-10	nt	-12
CCC(CO)NCc1ccc(C(C)C)cc1 (stereo not given)	-2	-16	nt
Nc1ccc(O)c2c1C(=O)c1ccccc1C2=O	-6	-3	-2
Cc1cc(N)n(-c2nc3c(cnn3-c3ccccc3)c(=O)[nH]2)n1	-11	1	nt
Cc1ccsc1CN(Cc1ccc2c(c1)OCO2)C(=O)CN(CCN1CCOCC1)C(=O)c1ccc(Cl)c(Cl)c1	-7	7	-5
CCCCS(=O)(=O)Nc1ccc(NC(=O)c2cccn2C)cc1	-8	7	-16
Cc1ccc(CSc2nc3c(c(=O)n2CCc2ccccc2)SCC3)cc1	-2	6	-6
O=C(Nc1ccc(C(=O)N2CCCC2c2ccccn2)cc1)NC1CC1 (stereo not given)	-4	11	-14
CN(CCC(=O)Nc1c(Cl)cccc1Cl)Cc1ccsc1	-5	-2	nt
CCCCN(CC(=O)N(CCc1c[nH]c2ccccc12)Cc1ccccc1)S(=O)(=O)c1cc(Cl)ccc1Cl	1	3	-1
CCS(=O)(=O)NCCc1csc(-c2cccc(F)c2)n1	-2	3	-6
COc1ccc(NC(=O)N2CCN(c3nc(C)nc(C)c3Cc3cccc(C)c3)CC2)c(OC)c1	-8	28	-8
CCN(CC)S(=O)(=O)c1cc(C(=O)Nc2ccc(C)cc2)ccc1Cl	-5	3	-4
CC1=C(C(=O)NC(C)c2cnn(-c3ccccn3)c2C)OCCO1 (stereo not given)	-4&-10	16	nt
CC(C)C(=O)NC(NC(=S)Nc1ccccc1O)C(Cl)(Cl)Cl (stereo not given)	-4	-13	nt
Cc1ccc(-c2nc(CNC(=O)C3CCOC3)[nH]c2-c2ccccn2)cc1 (stereo not given)	4	-1	nt
CCCn1cc(C(=O)N2CCN(C(=O)OCC)CC2)c2nn(-c3ccccc3)c(=O)c-2c1	-6	14	-7
CS(=O)(=O)c1ccc(Nc2cc3c(cn2)ncn3CC2CC2)cc1	0	-5	-5

A draw from above in order of heavy-atom count, falling:
SMILES	hcGAS lum	NPYLR7 ag	mcGAS inh
CCCCN(CC(=O)N(CCc1c[nH]c2ccccc12)Cc1ccccc1)S(=O)(=O)c1cc(Cl)ccc1Cl	1	3	-1
CN(C)c1ccc(NC(=O)c2cccs2)cc1CN(CC1CCCO1)S(=O)(=O)c1cccc(Cl)c1 (stereo not given)	-12	17	-7
O=C(CCn1cnc2c([nH]c3ccc(F)cc32)c1=O)NCCc1ccc(Cl)cc1	-6	nt	-7
Cc1ccc(CSc2nc3c(c(=O)n2CCc2ccccc2)SCC3)cc1	-2	6	-6
CCCCS(=O)(=O)Nc1ccc(NC(=O)c2cccn2C)cc1	-8	7	-16
CCC(NC(=O)c1occc1C)c1ccnn1C (stereo not given)	1	-2	nt
